High-throughput results deposited in PubChem BioAssay by National Center for Advancing Translational Sciences (NCATS).
Glioma ERSR ind: ER stress response induction in glioma | U87-MG GRP78 promoter luciferase reporter, 16 h | Potency, µM, inactives show at the highest dose activation, most hits filed as activators | 0.02% of 420,000 active; further: potency means the concentration at half of the fitted maximal effect; series mostly up to about 76 µM; % of control where 0% means no effect; nearly all actives have a fitted effect of over 35% in size
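ERSR induction read as luciferase luminescence (Bright-Glo, 10 min at room temperature) in stably transfected human U87-MG glioma cells exposed to compounds for 16 h, using GRP78 as sensor.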
RGS4 inhibitor: inhibitors of human regulator of G protein signaling 4; AID 504845; 0.039% of 390,000 active; Potency, µM (series often up to 114 µM), inactives show at the top dose activity change, negative = inhibition, actives largely listed as inhibitors; P49798; Transcreener GDP fluorescence polarization, RGS4-accelerated GTP hydrolysis; further: potency means the concentration at half of the fitted maximal effect; on the % scale 0 is the no-effect control and ±100 the full control effect; nearly all actives have a fitted effect of over 75% in size; some results filed as inactive show a strong effect at the top dose
Target sequence (P49798 whole entry, looked up): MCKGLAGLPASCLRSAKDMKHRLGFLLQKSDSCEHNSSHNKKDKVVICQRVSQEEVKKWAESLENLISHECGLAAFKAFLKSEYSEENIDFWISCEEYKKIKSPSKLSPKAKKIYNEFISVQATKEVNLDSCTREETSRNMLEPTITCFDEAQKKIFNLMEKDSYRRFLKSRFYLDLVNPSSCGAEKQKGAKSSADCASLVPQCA
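MLSMR compounds (23 nl, pin-transferred) preincubated 10 min at room temperature with a 500nM (2x) first reagent, then RGS4 at 900nM (2x) plus Transcreener GDP mix added; fluorescence polarization (620/688 nm) read before and after 90 min at 30 °C.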
IDH1 R132H inh: human IDH1 R132H inhibition. 0.093% of 390,000 active. IDH1-R132H enzyme, NADPH consumption, diaphorase/resazurin fluorescence. Potency, µM (top dose mostly 76.6 µM), without a hit: top-dose activity change, negative = inhibition, hits mostly inhibitors. AID 602179. O75874; further: potency means the concentration at half of the fitted maximal effect; on the % scale 0 is the no-effect control and ±100 the full control effect; nearly all actives have a fitted effect of over 65% in size
Target sequence (O75874 whole entry R132H, stated change not applied): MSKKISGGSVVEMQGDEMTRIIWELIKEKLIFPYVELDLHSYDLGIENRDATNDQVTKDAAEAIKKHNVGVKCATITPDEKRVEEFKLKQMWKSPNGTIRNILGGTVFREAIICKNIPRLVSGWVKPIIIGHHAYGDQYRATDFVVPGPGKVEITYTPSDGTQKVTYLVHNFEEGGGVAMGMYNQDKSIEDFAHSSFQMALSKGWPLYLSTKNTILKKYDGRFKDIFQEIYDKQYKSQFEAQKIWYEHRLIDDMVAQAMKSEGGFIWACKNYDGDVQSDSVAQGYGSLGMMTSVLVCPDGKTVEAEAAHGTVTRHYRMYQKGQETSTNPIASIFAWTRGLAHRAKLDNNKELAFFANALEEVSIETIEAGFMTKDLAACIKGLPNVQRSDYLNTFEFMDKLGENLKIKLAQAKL
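IDH1-R132H (0.5 ug/mL) preincubated 30 min with compound, then NADPH (0.016 mM) and alpha-KG (2 mM) added; 80 min at RT, pH 7.5. Remaining NADPH coupled via diaphorase/resazurin to fluorescence (540/590 nm); concentration-response curves normalized to no-enzyme control.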
Vif-A3G inh: Vif-A3G binding inhibition; Q9HC16; 0.076% of 410,000 active; HeLa A3G-eYFP + Vif (tagged APOBEC3G with the HIV-1 protein that degrades it), YFP fluorescence, overnight; Potency, µM (highest dose often 46.1 µM), for the others: at the highest dose activity, negative = active, actives largely listed as inhibitors; AID 602310;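 further: potency means the concentration at half of the fitted maximal effect; on the % scale 0 is the no-effect control and ±100 the full control effect; nearly all actives have a fitted effect of over 60% in size; hits raise eYFP signal because A3G escapes Vif-driven loss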
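Read-out is eYFP fluorescence (Ex 488/Em 500-530) from Vif-expressing HeLa A3G-eYFP cells; more signal means A3G escaped Vif-mediated degradation. Cells plated overnight, compound pinned in, incubated overnight at 37 deg C.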
LDHA block: inhibitors of human lactate dehydrogenase A; AID 1347041; 0.15% of 480,000 active; activity change, % (values are at about 110 or 230 µM); purified LDHA, NADH/diaphorase-resazurin fluorescence; hits give low values; P00338; in the data active means activity change below about -30%; inconclusive means mostly about -25% to -30%;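 further: plate controls were DMSO wells for no effect and wells without enzyme for full effect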
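Human LDH5 at 2 nM final in Tris HCl pH 7.4 with 0.06 mM NADH and 0.2 mM pyruvate, reacted 5 minutes at room temperature. Remaining NADH coupled via diaphorase/resazurin; resorufin fluorescence read at 0 and 20 minutes, normalized to enzyme-free and DMSO wells.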
TrxR1 substrate: is turned over as a substrate by rat TrxR1. Potency, µM (doses to about 114 µM), without a hit: at the highest dose activity change, negative = substrate turnover. O89049. purified TrxR1 substrate turnover, NADPH consumption readout. 0.01% of 390,000 active; further: potency means the concentration at half of the fitted maximal effect; on the % scale 0 is the no-effect control and ±100 the full control effect; nearly all actives have a fitted effect of over 50% in size
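Rat TrxR1, dispensed at 90 nM, was prereduced with 400 uM NADPH (final) for 5 min at ~22 deg C, then incubated with compound 15 min before 400 uM selenite. A first-read NADPH fluorescence drop versus no-compound background flagged substrates.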
rTrxR1 inhibitor: inhibitors of rat thioredoxin reductase 1 | O89049 | recombinant rTrxR1, NADPH fluorescence consumption, selenite substrate | Potency, µM (titrated, usually from 114 µM), for inactives: at the top dose activity change, negative = inhibition, usual class: inhibitors | 1% of 390,000 active | AID 588453; further: potency means the concentration at half of the fitted maximal effect; on the % scale 0 is the no-effect control and ±100 the full control effect; nearly all actives have a fitted effect of over 65% in size
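Rat TrxR1 (90 nM in the dispensed reagent) was pre-reduced with 400 uM NADPH for 5 min at room temperature, then incubated with compound for 15 min. After 400 uM selenite was added, NADPH fluorescence (Ex 340/Em 450 nm) was followed for 8 min.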
Vif-APOBEC3F blk: blocks the Vif interaction with APOBEC3F. HeLa A3F-eYFP + Vif (tagged APOBEC3F with the HIV-1 protein that degrades it), YFP fluorescence increase. Potency, µM (doses to about 46.1 µM), for inactives: top-dose activity, negative = active. 0.2% of 390,000 active. AID 602313; further: potency means the concentration at half of the fitted maximal effect; % of control where 0% means no effect; nearly all actives have a fitted effect of over 65% in size
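Fluorescence increase (Ex 488/Em 500-530) after overnight compound treatment at 37 deg C flags inhibition of Vif-driven A3F-eYFP loss in stable HeLa A3F-eYFP/Vif cells seeded overnight beforehand.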
USP1 inh: USP1/UAF1 (human) deubiquitinase inhibition; AID 743255; O94782; Potency, µM (series often up to 57.1 µM), without a hit: at the top dose activity change, negative = inhibition, actives largely listed as inhibitors; 0.23% of 390,000 active; recombinant USP1/UAF1, Ub-Rhodamine cleavage fluorescence; further: potency means the concentration at half of the fitted maximal effect; on the % scale 0 is the no-effect control and ±100 the full control effect; nearly all actives have a fitted effect of over 60% in size; inactives centre near -12
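1 nM enzyme complex + cpd, 15 min RT; start with Ub-Rho 150nM final; kinetic fluorescence ex 480/em 540, 6 reads q60 s. Buffer 50mM HEPES pH 7.8, 0.5mM EDTA, 0.1 mg/ml BSA, 1mM TCEP, 0.01% Tween-20.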
An asterisk follows results filed as active; ? = inconclusive; . = no result given; & = joins results of further samples; [ ] = dose if it differs, or a comment. Unless noted, the call rests on the fitted dose curve; in most records, active means well fitted curve in the direction sought with a large enough effect; inconclusive means small, poorly fitted or top-dose-only effect, or another doubt; inactive means no such curve, though single readings can be large; an effect the other way counts as inactive or inconclusive. Not all compounds are listed. The share of hits here may be higher or lower than overall.

SMILES	Glioma ERSR ind	RGS4 inhibitor	IDH1 R132H inh	Vif-A3G inh	LDHA block	TrxR1 substrate	rTrxR1 inhibitor	Vif-APOBEC3F blk	USP1 inh
COc1cc(NC(=O)C2=CC(c3cccs3)=NS(=O)(=O)N2C)cc(OC)c1OC	1%	-2%	14%	-7%	-2	1%[57.1 µM]	2%[57.1 µM]	6%	-13%
Cc1ccc(N2C(=O)c3ccccc3C2(O)c2ncc[nH]2)cc1 (stereo not drawn)	-1%	14%	3%	0%	-4	-3%	-3%	-2%	8%
O=C(NC12CC3CC(CC(C3)C1)C2)c1ccc(=O)oc1	-2%	6%	8%	1%	-11	14%[57.1 µM]	24%[57.1 µM]	-1%	2%
CCCCOC(=O)c1ccc(NC(=S)NC(=O)c2c(Cl)cnn2CC)cc1	-2%	-33%	0%	1%	-7	-5%	-11%	.	-7%
COCCOC(=O)Cn1nnc2sc(-c3ccccc3)cc2c1=O	.	2%	.	.	-7	15%	11%	.	-22%
O=C1CC(Nc2ccc(N3CCOCC3)cc2)C(=O)N1c1ccccc1F (stereo not drawn)	-3%	-5%	2%	4%	22	2%	79µM*	5%	-20%
CSc1ncccc1C(=O)OCC(=O)N1CC(=O)Nc2ccccc21	-4%	7%	-1%	5%	0	7%	22%	-2%	-17%
CCCSC1=N/C(=C\c2ccc([N+](=O)[O-])o2)C(=O)S1	-1%	?	2%	0%	1	6%[57.1 µM]	-43%	-40%	-27%
COc1cccc(-c2noc(C(C)n3nc(C)c([N+](=O)[O-])c3C)n2)c1 (stereo not drawn)	7%	5%	-1%	-4%	3	-8%	12%	-6%	-3%
CCC(Sc1ncnc2c1nnn2-c1ccc(F)cc1)C(=O)OC (stereo not drawn)	4%	-1%	11%	-16%	-6	-14%	-9%	1%	3%
CCc1cccc(CC)c1NC(=O)CSc1nnc(C(C)C)n1CC	-4%	-29%	7%	1%	-3	1%	9%	-4%	-22%
CNS(=O)(=O)c1cn(CC(=O)Nc2ccc(C)cc2C)cc1S(=O)(=O)NC	-2%	-23%	11%	5%	0	5%	28%	0%	-13%
CCCCCn1cnnc1SCC(=O)c1c(N)n(C2CC2)c(=O)[nH]c1=O	-2%	17%	-3%	3%	-3	-7%	-8%	4%	1%
CCOc1ccc(NC(=O)C2CCN(S(=O)(=O)c3ccc4c(c3)C(C)(C)C(=O)N4C)CC2)cc1	-4%	-22%	-2%	0%	-3	6%	19%	0%	?
O=C(N/N=C/C=C/c1ccccc1[N+](=O)[O-])c1ccncc1	0%	-12%	2%	0%	1	-16%	-21%	6%	-26%
Cn1c(=O)c2c(nc(NCc3ccc4c(c3)OCO4)n2C)n(C)c1=O	-6%	7%	-6%	-11%	2&17	8%	17%	-9%	-19%
O=C(O)c1ccc(S(=O)(=O)c2ccc3c(c2)C(=O)N(c2ccc(O)cc2)C3=O)cc1	-4%	-12%	-7%	-4%	7	-2%	22%	5%	-9%
COc1ccccc1OCCn1cc(C(=O)c2cccs2)c2ccccc21	-3%	1%	-2%	3%	-9	-3%	5%	6%	?
COc1ccccc1C(=O)NC(=O)COC(=O)CCOc1cc(C)ccc1C	-4%	-32%	5%	0%	0	-10%	-9%	-12%	-11%
COc1ccc(S(=O)Cc2ccc(C(=O)N3CCN(C(=O)c4ccco4)CC3)o2)cc1 (stereo not drawn)	0%	19%	3%	3%	-1	4%	5%	-11%	-15%
O=C(CCN1C(=O)/C(=C/c2cccs2)SC1=S)Nc1ccccn1	-6%	-8%	4%	0%	-3	-17%	?	?	?
CCc1ccc(C(=O)C(C)OC(=O)CNS(=O)(=O)c2ccc(C)cc2)cc1 (stereo not drawn)	-1%	-34%	9%	-1%	3	0%	16%	-4%	-16%
Cc1cc(Cl)ccc1C(=O)C1CCCN(C(=O)c2cccc(N3CCCC3=O)c2)C1 (stereo not drawn)	3%	-51%[56.9 µM]	1%	0%	-3	2%	20%	3%	-25%
COc1ccc(C2NC(=O)NC(O)(C(F)(F)F)C2C(=O)c2ccccc2)cc1OC (stereo not drawn)	-1%	-17%	-2%	2%	-3	-4%	28µM*	0%	0%
COc1ccccc1N(CC(=O)NCCSCc1cccc(C)c1)S(=O)(=O)c1ccccc1	-5%	-20%	9%	1%	1	-13%	-11%	6%	-15%

An excerpt from above in order of molecular weight, ascending.
SMILES	Glioma ERSR ind	RGS4 inhibitor	IDH1 R132H inh	Vif-A3G inh	LDHA block	TrxR1 substrate	rTrxR1 inhibitor	Vif-APOBEC3F blk	USP1 inh
COc1ccccc1OCCn1cc(C(=O)c2cccs2)c2ccccc21	-3%	1%	-2%	3%	-9	-3%	5%	6%	?
CCCCCn1cnnc1SCC(=O)c1c(N)n(C2CC2)c(=O)[nH]c1=O	-2%	17%	-3%	3%	-3	-7%	-8%	4%	1%
O=C(O)c1ccc(S(=O)(=O)c2ccc3c(c2)C(=O)N(c2ccc(O)cc2)C3=O)cc1	-4%	-12%	-7%	-4%	7	-2%	22%	5%	-9%
COc1cc(NC(=O)C2=CC(c3cccs3)=NS(=O)(=O)N2C)cc(OC)c1OC	1%	-2%	14%	-7%	-2	1%[57.1 µM]	2%[57.1 µM]	6%	-13%
COc1ccc(S(=O)Cc2ccc(C(=O)N3CCN(C(=O)c4ccco4)CC3)o2)cc1 (stereo not drawn)	0%	19%	3%	3%	-1	4%	5%	-11%	-15%

The list continues.
SMILES	Glioma ERSR ind	RGS4 inhibitor	IDH1 R132H inh	Vif-A3G inh	LDHA block	TrxR1 substrate	rTrxR1 inhibitor	Vif-APOBEC3F blk	USP1 inh
CCc1ccc(O)c(CNCCNCc2cc(CC)ccc2O)c1	-4%	8%	-9%	2%	1	-2%	15%	7%	-30%
C/C(CC(=O)NCCN1CCOCC1)=N\NC(=O)c1ccncc1	-1%	-11%	4%	-3%	-1	7%[57.1 µM]	-8%[57.1 µM]	-7%	?
O=C(CCSCc1ccccc1F)NCc1cccs1	-2%	4%	-1%	2%	-11	6%[57.1 µM]	17%[57.1 µM]	4%	-10%
CCOc1ccccc1CNS(=O)(=O)c1csc(C(N)=O)c1	-1%&-2%	2%[11.4 µM]	2%&-3%	5%&6%	0&-6	6%	13%	1%&-11%	-6%&-8%
COC(=O)c1ccc(CSc2nnnn2-c2ccc(C)cc2C)o1	1%	-5%	-1%	-1%	1	3%	?	1%	-14%
COc1cc(-n2c(=O)c3ccccc3n(Cc3cccc(C)c3)c2=O)cc(OC)c1OC	-2%	-17%	5%	0%	-2	-5%	10%	1%	-13%
CC(C)Cc1ccc(C(C)C(=O)Nc2ncccn2)cc1 (stereo not drawn)	15%	-16%	10%	0%	1	-17%[57.1 µM]	20%[57.1 µM]	8%	-11%
COc1ccc(CNC(=O)c2ccc3c(c2)N(Cc2cc(C)ccc2C)C(=O)CS3)cc1	-2%	-3%	2%	-1%	-3	10%	24%	-12%	-13%
COc1cc(OC)c(C2NC(=O)CCC2[N+](=O)[O-])cc1OC (stereo not drawn)	-4%	-8%	-1%	-1%	-5	1%	10%	-4%	-24%
CNc1n[nH]c(=S)s1	-2%	?	4%	2%	-6	-15%[57.1 µM]	-7%[57.1 µM]	8%	-18%
OCc1nnn(-c2cccc(C(F)(F)F)c2)c1CO	-3%	-11%[11.4 µM]	0%	-1%	-4	6%[57.1 µM]	7%[57.1 µM]	2%	-4%
COc1ccc(CCNC(=O)COc2ccc(-c3ccccc3)cc2)cc1OC	-4%	21%	-2%	1%	-7	-10%	0%	1%	-6%
CCC1C(=O)NCCN1C(=O)c1cc(COc2cc(C)ccc2C)on1 (stereo not drawn)	4%	25%	-1%	-1%	1	4%	12%	-2%	-27%
